PGK inhibitor = qHTS Assay to Find Inhibitors of Phosphoglycerate Kinase | Phosphoglycerate kinase, glycosomal (Trypanosoma brucei brucei), P07378 | PGK/GAPDH coupled, Kinase-Glo luminescence, 60 min | Potency, µM (doses to about 57.5 µM), for inactives: at the top dose activity change, negative = inhibition, actives largely listed as inhibitors | 380,000 compounds, 0.043% hits; note: potency is the fitted concentration of half-maximal effect; nearly all actives have a fitted effect of over 60% in size
Target sequence (P07378 whole entry, looked up): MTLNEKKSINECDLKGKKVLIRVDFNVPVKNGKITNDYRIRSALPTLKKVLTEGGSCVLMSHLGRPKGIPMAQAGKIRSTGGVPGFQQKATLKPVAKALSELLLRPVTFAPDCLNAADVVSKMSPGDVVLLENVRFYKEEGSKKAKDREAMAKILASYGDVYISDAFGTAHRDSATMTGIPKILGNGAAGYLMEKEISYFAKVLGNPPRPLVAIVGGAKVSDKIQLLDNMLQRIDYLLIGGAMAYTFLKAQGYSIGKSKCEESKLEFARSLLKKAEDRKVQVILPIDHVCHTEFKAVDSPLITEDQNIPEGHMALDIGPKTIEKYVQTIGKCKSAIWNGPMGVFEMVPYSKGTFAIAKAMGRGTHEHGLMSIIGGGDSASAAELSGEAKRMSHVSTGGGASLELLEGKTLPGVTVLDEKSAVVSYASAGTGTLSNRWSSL
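Luminescent ATP detection (Kinase-Glo Plus) follows a 60-minute room-temperature incubation, with wells lacking PGK as controls. Buffer: 100 mM TEA (pH 7.6), 5 mM MgCl2, 0.01% Tween-20. Coupling enzyme GAPDH (100 nM final) supplies unstable 1,3-BPG in-well.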
GLS inhibitor = qHTS for Inhibitors of Glutaminase (GLS). GLS enzymatic activity, qHTS titration. Potency, µM (highest dose often 45.5 µM), inactives show at the highest dose activity change, negative = inhibition, hits mostly inhibitors. 410,000 compounds, 0.21% hits; note: potency is the fitted concentration of half-maximal effect
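hKGA in 45 mM KH2PO4 pH 8.2, 0.02% Tween-20 with pin-transferred compounds; 1 mM L-glutamine (stock) plus glutamate oxidase/HRP/Amplex Red coupling added. Fluorescence read initially and after 30 min at RT.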
PI4K2A block = qHTS for small molecular inhibitors of PI4K2A; Phosphatidylinositol 4-kinase type 2-alpha (Homo sapiens), Q9BTU6; purified PI4K2A, ADP-Glo luminescence, 1 h; hits give low values; activity change, negative = inhibition, % at 76.9 µM; 420,000 compounds, 0.13% hits; in the data active = activity change below about -50%;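 note: -100% = wells without enzyme as full effect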
Target sequence (Q9BTU6 whole entry, looked up): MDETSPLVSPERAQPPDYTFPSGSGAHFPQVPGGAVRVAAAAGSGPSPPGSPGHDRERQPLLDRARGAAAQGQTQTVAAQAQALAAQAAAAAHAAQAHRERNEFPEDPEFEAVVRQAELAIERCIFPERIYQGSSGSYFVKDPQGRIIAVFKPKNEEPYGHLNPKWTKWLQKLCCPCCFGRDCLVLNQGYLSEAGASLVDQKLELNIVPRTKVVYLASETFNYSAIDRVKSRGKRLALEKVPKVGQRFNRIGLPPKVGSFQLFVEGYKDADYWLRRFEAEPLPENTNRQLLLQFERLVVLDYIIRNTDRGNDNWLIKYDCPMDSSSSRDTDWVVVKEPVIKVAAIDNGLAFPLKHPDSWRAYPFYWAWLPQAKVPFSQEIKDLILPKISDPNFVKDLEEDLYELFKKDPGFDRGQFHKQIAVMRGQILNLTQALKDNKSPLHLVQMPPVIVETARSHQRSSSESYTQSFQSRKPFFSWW
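Compounds are screened against recombinant PI4K2A using PI as substrate and ATP, the latter dispensed at 300 microM. Reactions run one hour at ambient temperature before ADP-Glo detection; full inhibition defined by wells lacking enzyme.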
* hit, by the source's call; i = inactive. Unless noted, calls come from the whole dose curve; as a rule, active = well fitted curve in the direction sought with a large enough effect; inconclusive = small, poorly fitted or top-dose-only effect, or another doubt; inactive = no such curve, though single readings can be large; an effect the other way counts as inactive or inconclusive. Unless noted, % is set by controls: 0 for no effect and ±100 for the full control effect. These rows are one share of the data; rates above refer to the full screens.

smiles	PGK inhibitor	GLS inhibitor	PI4K2A block
O=S(=O)(CCN1CCN(c2ccccc2O)CC1)c1ccc(Cl)cc1	-9%	25%	4
Cc1nnc(N2C(=O)C(=O)/C(=C(/O)c3ccc4c(c3)OCCO4)C2c2cccc([N+](=O)[O-])c2)s1 (centres undefined)	-3%	14%	-5
C=Cn1cc(CNC[C@H]2O[C@@H](n3ccc(N)nc3=O)[C@H](O)[C@@H]2O)c(C)n1	-6%	2%	-3
CS(=O)CC(O)(c1ccc(F)cc1)C1CC1 (centres undefined)	-1%	-27%	13
O=C(NCC(=O)N1CCN(Cc2ccccc2)CC1)c1ccccc1Cl	0%	0%	-2
C[C@@H]1CN([C@@H](C)CO)C(=O)c2cc(Br)cnc2O[C@H]1CN(C)Cc1ccc(-c2ccccc2)cc1	-7%	-2%	2
COc1ccc(C)cc1/C=C/C(=O)N1CCN(S(=O)(=O)c2cccs2)CC1	0%	1%	-3
CCOC(=O)c1c(C)cc2c(CO)n[nH]c(=O)c2c1C	6%	9%	3

Continued, starting with the last 2 of the part before.
smiles	PGK inhibitor	GLS inhibitor	PI4K2A block
COc1ccc(C)cc1/C=C/C(=O)N1CCN(S(=O)(=O)c2cccs2)CC1	0%	1%	-3
CCOC(=O)c1c(C)cc2c(CO)n[nH]c(=O)c2c1C	6%	9%	3
CN1C(=O)[C@H]2[C@@H](c3ccc(C(F)(F)F)cc3)N[C@]3(CCCN(Cc4ccc(Cl)cc4)C3=O)[C@H]2C1=O	8%	-6%	-3
C[C@@H]1CN([C@@H](C)CO)C(=O)CCCn2nncc2CO[C@@H]1CN(C)C(=O)Cc1ccccc1	-9%	1%	4
CC1(C)CC(=O)C=C(c2n[nH]nc2C2CCCCC2)C1	-5%	-1%	-4
COc1ccc([C@H]2C[C@@H](O)[C@H](n3cc(C4CC4)nn3)CN2Cc2cccs2)cc1	-6%	-13%	4
COCCNC(=S)N(C)[C@H]1C[C@H]2c3cc(-c4ccccc4)ccc3CCN2C(=O)[C@H]1[C@H](C)O	1%	7%	-6
CSC[C@H]1CN(c2ccccc2)C(=O)[C@@H]1CC(=O)Nc1ccccc1	-3%	-2%	0
Cc1cn([C@H]2C[C@H](O)[C@@H](CNCc3ccc(N4CCN(C)CC4)cc3F)O2)c(=O)[nH]c1=O	-3%	-1%	-10
Cc1ccccc1NS(=O)(=O)c1ccc(C(=O)NCc2ccccc2CN2CCCC2)cc1	i	13%	0

Further records.
smiles	PGK inhibitor	GLS inhibitor	PI4K2A block
C[C@@H]1CN([C@@H](C)CO)C(=O)CCCn2nncc2CO[C@H]1CN(C)C(=O)OCc1ccccc1	-3%	-2%	-4
Cc1ccc(S(=O)(=O)N(C)CC(=O)N(C)Cc2cccs2)cc1	-10%	-6%	0
Nc1nnnn1/N=C/c1ccccc1Cl	-3%	-9%	9
CCN(CC(=O)Nc1cc(Cl)ccc1C)CC(=O)NC1CC1	-9%	0%	1
CCc1ccc(CNC(=O)C2CCN(S(=O)(=O)N3CCCCC3)CC2)cc1	-2%	0%	6
COc1ccc(CNC(=O)O[C@]23C[C@H]4C(=O)N(c5ccccc5)C(=O)[C@H]4C[C@@]2(O)CN(S(=O)(=O)c2ccc(C)cc2)C3)cc1OC	-7%	0%	-4
O=C1CC(c2ccccc2)NC(=S)N1 (centres undefined)	i	-4%	3
N#Cc1ccc(C(S(=O)(=O)Cc2ccccc2)S(=O)(=O)Cc2ccccc2)cc1	-1%	2%	-1

Full records from above. Order of screens: PGK inhibitor, GLS inhibitor, PI4K2A block
N#Cc1ccc(C(S(=O)(=O)Cc2ccccc2)S(=O)(=O)Cc2ccccc2)cc1 as listed: -1%, 2%, -1
CCN(CC(=O)Nc1cc(Cl)ccc1C)CC(=O)NC1CC1 as listed: -9%, 0%, 1
Nc1nnnn1/N=C/c1ccccc1Cl as listed: -3%, -9%, 9
Cc1ccc(S(=O)(=O)N(C)CC(=O)N(C)Cc2cccs2)cc1 as listed: -10%, -6%, 0
COc1ccc(CNC(=O)O[C@]23C[C@H]4C(=O)N(c5ccccc5)C(=O)[C@H]4C[C@@]2(O)CN(S(=O)(=O)c2ccc(C)cc2)C3)cc1OC as listed: -7%, 0%, -4

Carrying on.
smiles	PGK inhibitor	GLS inhibitor	PI4K2A block
O=C(c1ccc2ccccc2c1O)N1CCCCC1	1%	17%	-1
O=C(COC(=O)c1cccc(OC(F)F)c1)Nc1cc(S(=O)(=O)N2CCCC2)ccc1Cl	-2%	2%	-2
CCCCN1C(=O)C(CC(=O)NCCCCc2ccccc2)CC(C(=O)N(C)C)=C1C (centres undefined)	3%	1%	-1
O=S(=O)(c1ccccc1)N1CCN(Cc2nnc(-c3ccccc3)o2)CC1	0%	-1%	-8
O=C(NC1CCOC1=O)OCc1ccccc1 (centres undefined)	-2%	0%	-1
Cc1cc(C)n2nc(SCC(=O)NC3(C#N)CCCCC3)nc2n1	-4%	-11%	5
Cc1cc(N2C(=O)C(O)=C(C(=O)c3ccc(C)o3)C2c2cccc(Cl)c2)no1 (centres undefined)	4%	15%	0
Cc1ccc(C(=O)OCC(=O)N2CCC(C)CC2)cc1S(=O)(=O)N1CCOCC1	0%	-1%	-3

Arranged by SMILES length (rising): part of the list above
smiles	PGK inhibitor	GLS inhibitor	PI4K2A block
O=C(NC1CCOC1=O)OCc1ccccc1 (centres undefined)	-2%	0%	-1
Cc1cc(C)n2nc(SCC(=O)NC3(C#N)CCCCC3)nc2n1	-4%	-11%	5
O=S(=O)(c1ccccc1)N1CCN(Cc2nnc(-c3ccccc3)o2)CC1	0%	-1%	-8

Additional records follow.
smiles	PGK inhibitor	GLS inhibitor	PI4K2A block
C#CCOCC1CN(C)C(=O)O1 (centres undefined)	-7%	-1%	1
O=C(c1cc(Cl)cc(Cl)c1)N1CCC2CC1c1cc(N3CCCCC3)ccc12 (centres undefined)	-4%	6%	2
Cc1noc(C)c1COc1ccccc1C(=O)N1CCN(S(=O)(=O)c2ccc(C(C)C)cc2)CC1	-7%	-7%	3
CC1=C(C(=O)N(C)C)CC(CC(=O)NC2CCCCC2)C(=O)N1Cc1ccccc1 (centres undefined)	-2%	1%	8
C[C@H](CO)N1C[C@H](C)[C@H](CN(C)C(=O)CCC(F)(F)F)OCc2cnnn2CCCC1=O	-8%	-1%	-9
Cc1nc(N2CCCCC2)[nH]c(=O)c1CN(C)N=O	-1%	-5%	-17
O=C(NCc1ccco1)c1ccc(CS(=O)c2ccccc2Cl)o1 (centres undefined)	8%	0%	-1
Cc1ccccc1N1CCN(C2CCCN(C(=O)CSc3ccccn3)C2)CC1 (centres undefined)	2%	10%	1

Additional records follow.
smiles	PGK inhibitor	GLS inhibitor	PI4K2A block
CC(OC(=O)/C=C/c1ccco1)C(=O)NC1CCCCC1 (centres undefined)	-17%	-3%	2
COCCNC(=O)c1ccc(N2CC3CC(C2)c2cccc(=O)n2C3)c(NC(=O)c2ccccc2Br)c1 (centres undefined)	-1%	-12%	5
CCOC(=O)c1cc(Cl)c2c(ccc3ccccc32)n1	4%	-1%	-4
Cc1ccc([C@H]2C[C@@H](n3cc(-c4ccc(F)cc4)nn3)[C@H](O)CN2Cc2cccs2)cc1	-3%	1%	-1
COc1ccc(C(=O)OCC(=O)NC23CC4CC(CC(C4)C2)C3)c(O)c1	-7%	1%	2
Cc1cc(C)c(NC(=O)CN(C)C(=O)CCN2C(=O)C3CCCCC3C2=O)c(C)c1 (centres undefined)	-4%	0%	1
CCN(CC)C(=O)C1=C(C)N(Cc2ccc(F)cc2)C(=O)C(CC(=O)NC(c2ccccc2)c2ccccc2)C1 (centres undefined)	-2%	-1%	-7
COc1ccc(C(=O)N/C(=C/c2cccs2)C(=O)N2CCN(C)CC2)cc1	-5%	9%	-2

(next part)
Under each structure – PGK inhibitor | GLS inhibitor | PI4K2A block
CC1CCN(C(=O)c2[nH]cnc2C(=O)Nc2ccccc2F)CC1
  -6% | 1% | 7
O=C1OCC/C1=C\NCCCCCCCCN/C=C1\CCOC1=O
  2% | 12% | -1
Sc1ccccc1N=Cc1cccs1
  -8% | 0% | -11
CCOCCCn1c(SCC(=O)NC2CCCCC2)nc2ccccc2c1=O
  6% | -3% | -4
CCCCCCN1C[C@@H](O)[C@H](n2cc(-c3ccc(F)cc3)nn2)C[C@@H]1c1ccc(C)cc1
  -8% | -6% | 2
Cc1c(N(C)S(=O)(=O)c2cccc(C(=O)NCc3cccnc3)c2)c(=O)n(-c2ccccc2)n1C
  0% | -1% | 0
Cc1ccc(Cc2c(-c3ccc(C)cc3)nc3ccc(Br)cn23)cc1
  -1% | -5% | -17
COC(=O)c1cccc(NC(=O)CCN2C(=O)NC(C)(C)C2=O)c1
  i | 3% | 8
C[C@H](NC(=O)c1ncn2c1C(=O)NC[C@@H]2C)C(=O)OC(C)(C)C
  -7% | -12% | -3
CC1=C(C(=O)N(C)C)CC(CC(=O)NCc2cccc3ccccc23)C(=O)N1Cc1ccccc1 (centres undefined)
  1% | 1% | -2
C[C@@H]1CN([C@@H](C)CO)S(=O)(=O)c2ccc(C#Cc3cccc(F)c3)cc2O[C@@H]1CN(C)CC1CC1
  -6% | 0% | -5
CCOC(=O)N(C)C[C@@H]1OCc2cnnn2CCCC(=O)N([C@H](C)CO)C[C@H]1C
  0% | 0% | -4
Cc1cccc(NC(=O)CN2CCN(C(=O)c3cc(C4CC4)nn3-c3ccccc3)CC2)c1C
  4% | 4% | -1
O=C1COC(c2ccccc2O)=NN1CCCl
  i | -1% | -3
COc1ccc(CC(=O)OCC(=O)N2c3ccccc3CC2C)cc1OC (centres undefined)
  -6% | -2% | 2

New compounds follow.
Under each structure – PGK inhibitor | GLS inhibitor | PI4K2A block
C[C@H](CO)N1C[C@H](C)[C@H](CN(C)C(=O)Nc2ccc(C(F)(F)F)cc2)Oc2ncc(-c3cccnc3)cc2C1=O
  -5% | 5% | 11
O=C(CCC1CCN(Cc2nccs2)CC1)Nc1ccccc1
  -9% | -1% | -4
O=C1CC[C@@H](C(=O)N2CSC[C@@H]2C(=O)Nc2ccc(C(F)(F)F)cc2)N1
  5% | 2% | -3
O=[N+]([O-])c1ccc(NN=C(C2CC2)C2CC2)c([N+](=O)[O-])c1
  0% | -10% | 9
ON=C(c1ccccc1)c1ccc2c3c(cccc13)CC2
  i | -1% | -5
COc1cc(/C=C2\C(=O)N(c3cccc(C(=O)O)c3)N=C2C)ccc1OCc1ccccc1
  -9% | 0% | -59*
CNC(=O)c1ccc(CN(C)C(=O)c2cccc(S(=O)(=O)N3CCc4ccccc4C3)c2)cc1
  -8% | 2% | -1
CCn1nnnc1-c1ccc(OC)c(S(=O)(=O)Nc2ccccc2OC)c1
  0% | 5% | -3
C[C@@H]1CN([C@H](C)CO)C(=O)CCCn2nncc2CO[C@H]1CN(C)C(=O)c1cc(-c2ccccc2)on1
  2% | -3% | 5

Screens (PubChem)
